Assay outcomes: PubChem BioAssay, several laboratories
MC4R antagonist = MC4R antagonists of cAMP signaling, primary screen, cell-based, TR-FRET, antagonist arm of biased-ligand search. Melanocortin receptor 4 (Homo sapiens), P32245. 0.48% of 360,000 active. AID 540295, 2011. inhibition, % at 6.5 µM. MC4R-expressing cells, MTII-stimulated cAMP, LANCE TR-FRET;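 active = inhibition above its plate's cutoff, the mean of tested wells on that plate plus 3 SD, cut at about 29% in these data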;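 also: 0% = Melanotan II alone and 100% = Melanotan II plus saturating MCL0020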
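System – human MC4R-expressing U2OS cells · Also added – Melanotan II · Dosing – one concentration, 6.5 µM nominal · Timing – 30-min compound, 1-h challenge, 1-h detection, room temperature · Measured by – Eu-cAMP/anti-cAMP TR-FRET, emission 671 nm · Replicates – singlicate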
N-glyco inh = increase of ERlucT glycosylation luciferase signal, primary screen, N-linked glycosylation inhibitor project, D54 ERlucT cells, luminescence, set 2; reporter increase, % at 12.5 µM; 0.23% of 360,000 active; D54 ERlucT glycosylation luciferase reporter, 24 h; percent of 100 nM tunicamycin response;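 active = mean luciferase reporter signal, scaled so untreated is 0 and the glycosylation-blocking control 100, at or above a set limit in every replicate; inconclusive = mean reaches the limit but not every replicate does; inactive = mean below the limit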;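 also: luciferase carries N-glycosylation sites so blocking glycosylation raises the light; 0% = median of neutral control wells and 100% = median of 100 nM tunicamycin wells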
H9c2 protect = cardioprotection against H2O2-induced cell death, primary screen, uHTS, H9c2 cells, ATPLite luminescence | H9c2 cardiomyocytes, H2O2 injury protection, 2 h | AID 588492, 2011 | 0.63% of 360,000 active | protection from H2O2 cell death, % at 20 µM;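 active = compounds giving at least 50% protection of heart cells from peroxide-induced death in the single-dose screen, raw or plate-pattern-corrected value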;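 also: 0% = DMSO wells with peroxide and 100% = DMSO wells without peroxide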
ABCB6 inh 2 = ABCB6 transporter inhibitors, primary screen, K562-ABCB6 cells, flow cytometry, MLPCN library; ATP-binding cassette sub-family B member 6 (Homo sapiens), Q9NP58; K562-ABCB6 porphyrin accumulation, 1 h; active compounds read low; fluorescence ratio to DMSO, % at 10 µM; 0.19% of 360,000 active;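 active = fluorescence ratio to DMSO below 75%, the collection mean minus 3 SD; inconclusive = too few cells collected in the well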;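 also: signal is porphyrin accumulated inside mitochondria; 100% equals median channel fluorescence of DMSO control wells; lower ratio means ABCB6 inhibition with less porphyrin fluorescence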
hiPSC survival = enhancers of single-cell hiPSC survival, primary screen, ATPlite luminescence | 100% = ROCK inhibitor wells, 0% = DMSO | survival enhancement, % at 20 µM | 0.044% of 360,000 active | AID 602274, 2012; in the data active = survival enhancement above about 18%;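 also: cells exposed to compounds for 16 hours before the ATP read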
m5-HT2A agonist = mouse Htr2a agonists via beta-arrestin recruitment, primary screen, cell-based, luminescence | 5-hydroxytryptamine receptor 2A (Mus musculus), P35363 | CHO-K1 mHTR2A beta-arrestin complementation; percent of 30 µM serotonin response | activation, % at 7.6 µM | 0.66% of 360,000 active;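 active = activation above a run cutoff, the mean activation of all tested compounds plus 3 SD, cut at about 14% in these data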;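 also: 0% = plate median of compound wells and 100% = 30 µM serotonin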
MC4R ag barr = MC4R agonists recruiting beta-arrestin, primary screen, cell-based, luminescence, agonist arm of biased-ligand search | U2OS MC4R beta-arrestin complementation; percent of melanotan II response, DMSO zero | Melanocortin receptor 4 (Homo sapiens), P32245 | activation, % at 8.9 µM | 0.98% of 360,000 active;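 active = activation above a per-plate cutoff, the mean activation of sample wells on that plate plus 3 SD, cut at about 8% in these data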
Exocytosis inh = LAMP-1 surface exposure blockers, TALL-104 cells – cell-based, flow cytometry, MLPCN library, primary screen | TALL-104 LAMP-1 surface exposure; cells stimulated with thapsigargin and PMA | inhibition, % at 10 µM | 0.66% of 360,000 active;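 active = inhibition above about 55%, limit read from the data; inconclusive = no clear call, values can overlap the other calls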
aDG glyco act = activators of alpha-DG glycosylation, primary screen, uHTS, Pro5-aDG cells, AlphaScreen; alpha-DG glycosylation AlphaScreen (IIH6); 0% Pro5, 100% B10-LARGE cell signal; activation, % at 10 µM; 0.22% of 360,000 active;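 active = activation of at least 8% versus controls, or a plate z-score of at least 8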;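 also: Pro5 are CHO cells carrying HIG-tagged alpha-DG that lacks glycosylation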
ABHD5-PLIN5 inh = ABHD5-PLIN5 interaction inhibitors, primary screen, cell lysate, split luciferase complementation, luminescence; Perilipin-5 (Homo sapiens) + 1-acylglycerol-3-phosphate O-acyltransferase ABHD5 (Homo …; 0.78% of 360,000 active; Split G. princeps luciferase complementation, 4 h; inhibition, % at 4 µM; AID 602281, 2012;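 active = inhibition above the mean inhibition across every tested compound plus 3 SD, cut at about 22% in these data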;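 also: 0% = DMSO only wells and the 100% control is not disclosed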
Target sequence (Q00G26 whole entry, looked up): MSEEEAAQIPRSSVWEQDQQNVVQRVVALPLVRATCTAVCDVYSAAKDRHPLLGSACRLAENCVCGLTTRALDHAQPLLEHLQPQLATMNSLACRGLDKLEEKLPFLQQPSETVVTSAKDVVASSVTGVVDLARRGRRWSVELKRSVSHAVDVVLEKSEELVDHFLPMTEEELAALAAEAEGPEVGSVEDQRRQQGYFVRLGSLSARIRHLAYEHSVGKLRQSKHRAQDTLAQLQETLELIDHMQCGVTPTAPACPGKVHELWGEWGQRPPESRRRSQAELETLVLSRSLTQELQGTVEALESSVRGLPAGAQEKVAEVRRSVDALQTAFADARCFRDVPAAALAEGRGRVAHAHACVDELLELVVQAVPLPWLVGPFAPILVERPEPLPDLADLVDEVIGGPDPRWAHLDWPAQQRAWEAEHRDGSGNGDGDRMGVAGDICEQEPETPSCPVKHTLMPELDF
Target sequence (Q8WTS1 whole entry, looked up): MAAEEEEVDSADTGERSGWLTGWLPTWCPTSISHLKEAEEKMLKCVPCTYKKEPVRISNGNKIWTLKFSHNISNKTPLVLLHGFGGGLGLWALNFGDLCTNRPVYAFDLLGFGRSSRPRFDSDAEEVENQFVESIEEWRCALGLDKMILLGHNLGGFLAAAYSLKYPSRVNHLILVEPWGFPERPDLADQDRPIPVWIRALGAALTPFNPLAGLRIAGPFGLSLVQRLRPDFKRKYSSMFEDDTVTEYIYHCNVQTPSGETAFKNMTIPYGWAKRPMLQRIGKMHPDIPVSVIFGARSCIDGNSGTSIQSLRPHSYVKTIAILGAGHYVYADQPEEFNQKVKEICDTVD
Starred values were filed as active, the others as inactive. Hits appear at their usual frequency; any-hit rate near 4.5%.

CC(=O)c1cccc(N2C(=O)C3C(C(=O)Nc4cc(C)on4)C4(C)C=CC3(O4)C2C(=O)NC(C)(C)C)c1 (stereo unspecified) was read as MC4R antagonist 11, N-glyco inh 5, H9c2 protect -2, ABCB6 inh 2 102, hiPSC survival -0.8, m5-HT2A agonist 1, MC4R ag barr 1.0, Exocytosis inh -5, aDG glyco act 0.1 and ABHD5-PLIN5 inh -5.
`CCCn1nnc(NC(=O)c2ccc3c(c2)OCO3)n1` gave MC4R antagonist 12, N-glyco inh -2, H9c2 protect 2, ABCB6 inh 2 95, hiPSC survival -0.3, m5-HT2A agonist 3, MC4R ag barr -1.8, Exocytosis inh 2, aDG glyco act -0.1 and ABHD5-PLIN5 inh 3.
O=c1oc2c3c4c(cc2s1)CCCN4CCC3 was read as MC4R antagonist -7, N-glyco inh 2, H9c2 protect 2, ABCB6 inh 2 107, hiPSC survival -1.9, m5-HT2A agonist -2, MC4R ag barr -2.8, Exocytosis inh 0, aDG glyco act 0.1 and ABHD5-PLIN5 inh -21.
Screening CCOc1ccccc1NC(=O)COC(=O)CN(C)S(=O)(=O)c1ccc(C)cc1 returned MC4R antagonist 17, N-glyco inh 3, H9c2 protect -1, ABCB6 inh 2 101, hiPSC survival -0.6, m5-HT2A agonist 2, MC4R ag barr -2.3, Exocytosis inh 3, aDG glyco act -0.5 and ABHD5-PLIN5 inh 0.
`CCOc1ccccc1N1CC(C(=O)N2CCc3ccccc32)CC1=O` (stereo unspecified) gave MC4R antagonist 1, N-glyco inh 1, H9c2 protect -3, ABCB6 inh 2 98, hiPSC survival -0.4, m5-HT2A agonist 3, MC4R ag barr 0.8, Exocytosis inh 0, aDG glyco act 0.4 and ABHD5-PLIN5 inh 0.
For CCOC(=O)c1cn(CC)c2ccc(Br)cc2c1=O the results were MC4R antagonist 3, N-glyco inh 0, H9c2 protect 3, ABCB6 inh 2 93, hiPSC survival -1.4, m5-HT2A agonist 3, MC4R ag barr -2.6, Exocytosis inh -6, aDG glyco act 0.0 and ABHD5-PLIN5 inh -1.
`O=S(=O)(c1ccccc1Br)N1CCC(O)(c2cccnc2)CC1` gave MC4R antagonist 1, N-glyco inh -1, H9c2 protect -3, ABCB6 inh 2 99, hiPSC survival -0.7, m5-HT2A agonist 0, MC4R ag barr 0.0, Exocytosis inh -3, aDG glyco act 0.1 and ABHD5-PLIN5 inh -2.
For Cc1ccc(C(=O)Nc2nc(C(N)Cc3ccc(C(F)(F)F)cc3)cs2)cc1 (stereo unspecified) the results were MC4R antagonist 8, N-glyco inh 1, H9c2 protect -28, ABCB6 inh 2 95, hiPSC survival -2.3, m5-HT2A agonist 1, MC4R ag barr 11*, Exocytosis inh inconclusive, aDG glyco act 4.6 and ABHD5-PLIN5 inh -16.
For CCOc1ccc(CCNC(=O)CCS(=O)(=O)c2ccc(C)cc2)cc1OCC the results were MC4R antagonist -2, N-glyco inh 1, H9c2 protect 4, ABCB6 inh 2 99, hiPSC survival -0.6, m5-HT2A agonist 4, MC4R ag barr -0.9, Exocytosis inh 4, aDG glyco act 0.2 and ABHD5-PLIN5 inh 2.
`O=C(Nc1cccc(F)c1)C1CCCN(S(=O)(=O)c2cccc3cccnc23)C1` (stereo unspecified) gave MC4R antagonist 9, N-glyco inh 5, H9c2 protect -3, ABCB6 inh 2 102, hiPSC survival 0.1, m5-HT2A agonist 3, MC4R ag barr -2.2, Exocytosis inh 1, aDG glyco act 0.8 and ABHD5-PLIN5 inh -4.
For N#C/C(=C\c1ccccc1)c1ccccn1 the results were MC4R antagonist -1, N-glyco inh 4, H9c2 protect 7, ABCB6 inh 2 94, hiPSC survival 0.6, m5-HT2A agonist 2, MC4R ag barr 0.8, Exocytosis inh -1, aDG glyco act 0.4 and ABHD5-PLIN5 inh 5.
Screening COCCCNC(=O)c1cccc2c(=O)c(C)c(-c3ccccc3)oc12 returned MC4R antagonist -8, N-glyco inh -1, H9c2 protect 29, ABCB6 inh 2 91, hiPSC survival 3.1, m5-HT2A agonist -1, MC4R ag barr -0.5, Exocytosis inh -1, aDG glyco act 0.3 and ABHD5-PLIN5 inh 0.
O=C1CCC(C(=O)N2CCSCC2)CN1Cc1ccc(Cl)cc1 (stereo unspecified) was read as MC4R antagonist 4, N-glyco inh 0, H9c2 protect 9, ABCB6 inh 2 85, hiPSC survival 0.0, m5-HT2A agonist 2, MC4R ag barr -2.5, Exocytosis inh 1, aDG glyco act -0.2 and ABHD5-PLIN5 inh 1.
Screening COc1cccc(C(=O)Nc2nc3ccc(S(C)(=O)=O)cc3s2)c1 returned MC4R antagonist 2, N-glyco inh 1, H9c2 protect 4, ABCB6 inh 2 96, hiPSC survival -0.5, m5-HT2A agonist 3, MC4R ag barr 6.6, Exocytosis inh 7, aDG glyco act -0.4 and ABHD5-PLIN5 inh 3.
CN(C)CCN(C)C1CN(Cc2ccc([N+](=O)[O-])cc2)S(=O)(=O)C1 (stereo unspecified) was read as MC4R antagonist 1, N-glyco inh 4, H9c2 protect -6, ABCB6 inh 2 108, hiPSC survival -2.4, m5-HT2A agonist -1, MC4R ag barr -1.0, Exocytosis inh 8, aDG glyco act 0.4 and ABHD5-PLIN5 inh -2.
For Cc1ncc(CO)c(CO)c1O the results were MC4R antagonist 5, N-glyco inh 2, H9c2 protect 12, ABCB6 inh 2 94, hiPSC survival -1.5, m5-HT2A agonist 5, MC4R ag barr 0.6, Exocytosis inh -4, aDG glyco act 0.0 and ABHD5-PLIN5 inh 0.
For O=C(NCc1nc2ccccc2[nH]1)C1=C[C@H](c2coc3ccccc3c2=O)C[C@H](OCCCCO)O1 the results were MC4R antagonist 1, N-glyco inh 0, H9c2 protect 6, ABCB6 inh 2 97, hiPSC survival 1.3, m5-HT2A agonist -1, MC4R ag barr -0.9, Exocytosis inh -2, aDG glyco act 0.1 and ABHD5-PLIN5 inh 11.
Screening COc1ccccc1CNS(=O)(=O)CCNCc1ccco1 returned MC4R antagonist 2, N-glyco inh 3, H9c2 protect -2, ABCB6 inh 2 97, hiPSC survival 2.4, m5-HT2A agonist -2, MC4R ag barr -1.6, Exocytosis inh 9, aDG glyco act 0.2 and ABHD5-PLIN5 inh 2.
Screening Cc1nc([N+](=O)[O-])cn1CC(=O)Nc1ccc2c(c1)OCO2 returned MC4R antagonist -2, N-glyco inh 0, H9c2 protect 2, ABCB6 inh 2 103, hiPSC survival -2.9, m5-HT2A agonist 8, MC4R ag barr -2.8, Exocytosis inh 2, aDG glyco act -0.1 and ABHD5-PLIN5 inh -1.
`O=C(c1ccncc1)N1N=C(c2ccc(Cl)cc2)CC1c1ccccc1O` (stereo unspecified) gave MC4R antagonist 13, N-glyco inh -7, H9c2 protect -4, ABCB6 inh 2 102, hiPSC survival 2.0, m5-HT2A agonist -6, MC4R ag barr 1.4, Exocytosis inh 22, aDG glyco act 0.2 and ABHD5-PLIN5 inh -1.
`CCCCCCCCCOC(=O)C[n+]1csc(CCO)c1C` gave MC4R antagonist 3, N-glyco inh 0, H9c2 protect 2, ABCB6 inh 2 98, hiPSC survival -0.2, m5-HT2A agonist -3, MC4R ag barr 0.4, Exocytosis inh 0, aDG glyco act -0.2 and ABHD5-PLIN5 inh 12.
`Cc1ccccc1NC(=O)Cc1nnc(SCC(=O)NC2=NCCS2)n1C` gave MC4R antagonist 4, N-glyco inh 1, H9c2 protect 4, ABCB6 inh 2 89, hiPSC survival -0.2, m5-HT2A agonist 5, MC4R ag barr -1.4, Exocytosis inh 2, aDG glyco act -0.2 and ABHD5-PLIN5 inh 2.
Screening COC(=O)COc1ccc(C2NC(=O)NC(C)=C2C(=O)NCc2ccccc2)cc1OC (stereo unspecified) returned MC4R antagonist 22, N-glyco inh 1, H9c2 protect 1, ABCB6 inh 2 95, hiPSC survival 1.2, m5-HT2A agonist -5, MC4R ag barr -2.4, Exocytosis inh -4, aDG glyco act -0.2 and ABHD5-PLIN5 inh -1.
Screening Cc1cc(C)n(-c2ccc(C(=O)OCC(=O)NCc3ccco3)cc2)n1 returned MC4R antagonist 5, N-glyco inh -1, H9c2 protect 2, ABCB6 inh 2 95, hiPSC survival -1.5, m5-HT2A agonist 4, MC4R ag barr -1.1, Exocytosis inh 2, aDG glyco act -0.2 and ABHD5-PLIN5 inh -3.
For COc1ccc(NC(=O)Nc2cccs2)cn1 the results were MC4R antagonist 11, N-glyco inh -1, H9c2 protect 0, ABCB6 inh 2 96, hiPSC survival 0.7, m5-HT2A agonist 6, MC4R ag barr -0.6, Exocytosis inh 2, aDG glyco act 0.1 and ABHD5-PLIN5 inh -15.
Cc1nc2ccccc2cc1C(=O)NCc1ccco1 was read as MC4R antagonist -4, N-glyco inh 3, H9c2 protect 0, ABCB6 inh 2 101, hiPSC survival -0.7, m5-HT2A agonist 0, MC4R ag barr 0.2, Exocytosis inh 1, aDG glyco act -0.2 and ABHD5-PLIN5 inh 8.
Screening COc1cc2cc(C(=O)N3CCN(Cc4ccc5c(c4)OCO5)CC3)[nH]c2cc1OC returned MC4R antagonist 19, N-glyco inh 4, H9c2 protect -1, ABCB6 inh 2 100, hiPSC survival 1.8, m5-HT2A agonist -5, MC4R ag barr 2.0, Exocytosis inh -6, aDG glyco act -0.5 and ABHD5-PLIN5 inh 20.
Screening Nc1nonc1-n1nnc(C(=O)N/N=C/c2c(Cl)cccc2Cl)c1CN1CCOCC1 returned MC4R antagonist 15, N-glyco inh 2, H9c2 protect 2, ABCB6 inh 2 99, hiPSC survival 0.5, m5-HT2A agonist -1, MC4R ag barr -2.8, Exocytosis inh -6, aDG glyco act 0.0 and ABHD5-PLIN5 inh -2.
`C[C@@H](NC(=O)[C@@H]1CCCN1C(=O)[C@@H]1CCCN1C(=O)c1ccc(Cl)cc1)c1ccccc1` gave ABCB6 inh 2 96, hiPSC survival -0.7, m5-HT2A agonist 1, Exocytosis inh -6, aDG glyco act 0.3 and ABHD5-PLIN5 inh 4.
Screening O=C(NCc1cccnc1)/C(=C/c1ccc([N+](=O)[O-])cc1)NC(=O)c1ccccc1 returned MC4R antagonist -3, N-glyco inh 6, H9c2 protect 4, ABCB6 inh 2 100, hiPSC survival -0.6, m5-HT2A agonist 0, MC4R ag barr -1.6, Exocytosis inh -1, aDG glyco act 0.0 and ABHD5-PLIN5 inh 10.
